Gli-Sufu antag – Gli-Sufu pathway antagonists, primary screen, luciferase luminescence, Sufu-KO-LIGHT cells, uHTS. inhibition, % at 5 µM. Sufu-KO-LIGHT fibroblasts, Gli luciferase reporter luminescence. 340,000 tested, 0.74% active. AID 588413, 2011;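 active means inhibition above about 55%, limit read from the data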;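 further: 0% = DMSO-treated cells and 100% = wells with medium but no cells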
697 NFkB inh – inhibitors of PMA/ionomycin-induced NF-kB reporter, 697 cells, primary screen, B-cell NF-kB inhibitor project, cell-based, luminescence, uHTS | inhibition, % at 4 µM | 697 B-cell NF-kB luciferase reporter, 16 h | 330,000 tested, 0.33% active; in the data active means inhibition above about 35%
CXCR6 block – CXCR6 receptor inhibitors, primary screen, cell-based, beta-arrestin, luminescence, CHO-K1 PathHunter, 1536-well; 360,000 tested, 0.36% active; C-X-C chemokine receptor type 6 (Homo sapiens), O00574; inhibition, % at 20 µM; in the data active means inhibition above about 34%, passing the limit was not always enough;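 further: antagonist mode with CXCL16 agonist at 10 nM final; 0% = 10 nM CXCL16 with DMSO and 100% = unstimulated wells without agonist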
UBC13 inh – UBC13 polyubiquitin chain formation inhibitors, primary screen, biochemical, TR-FRET, uHTS | 330,000 tested, 0.47% active | inhibition, % at 20 µM | Ubiquitin-conjugating enzyme E2 N (Homo sapiens), P61088; in the data active means inhibition above about 45%, passing the limit was not always enough
Target sequence (P61088 whole entry, looked up): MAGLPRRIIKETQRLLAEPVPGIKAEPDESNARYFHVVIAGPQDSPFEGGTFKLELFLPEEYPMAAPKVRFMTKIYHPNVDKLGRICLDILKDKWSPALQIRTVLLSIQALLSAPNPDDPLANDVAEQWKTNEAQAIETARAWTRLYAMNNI
EBI2 block – EBI2 receptor antagonists, beta-arrestin recruitment, primary screen, cell-based, luminescence, 7a,25-OHC stimulation, uHTS. G-protein coupled receptor 183 (Homo sapiens), P32249. 7a,25-OHC stimulated. inhibition, % at 5 µM. 360,000 tested, 0.81% active; in the data active means inhibition above about 38%;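 further: enzyme fragment complementation signal reports receptor beta-arrestin coupling in cells; 0% = agonist plus DMSO wells and 100% = wells without agonist; some results beyond the cut were filed as inactive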
Target sequence (P32249 whole entry, looked up, the tested form may be a part): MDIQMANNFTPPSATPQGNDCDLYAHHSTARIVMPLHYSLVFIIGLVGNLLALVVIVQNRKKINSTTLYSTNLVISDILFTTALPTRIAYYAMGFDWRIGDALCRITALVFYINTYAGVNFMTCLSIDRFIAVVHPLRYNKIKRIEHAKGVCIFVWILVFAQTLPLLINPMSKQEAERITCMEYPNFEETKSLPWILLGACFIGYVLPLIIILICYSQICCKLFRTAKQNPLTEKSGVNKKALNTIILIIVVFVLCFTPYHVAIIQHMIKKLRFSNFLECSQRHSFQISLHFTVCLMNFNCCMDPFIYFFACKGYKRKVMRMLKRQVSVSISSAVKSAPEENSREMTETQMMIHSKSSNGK
CCR6 antagonist – CCR6 receptor antagonists, primary screen, cell-based, CHO-K1, luminescence, beta-arrestin, uHTS. C-C chemokine receptor type 6 (Homo sapiens), P51684. CHO-K1 CCR6 PathHunter beta-arrestin, CCL20-stimulated. inhibition, % at 20 µM. 340,000 tested, 0.49% active;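 active means compounds whose inhibition of the agonist-driven luminescence signal at 20 µM reaches about 50%, limit read from the data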;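 further: cells stimulated with CCL20 at 14 nM final; plate controls were DMSO with CCL20 for no effect and DMSO without agonist for full effect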
Jurkat NFkB inh – inhibitors of induced NF-kB luciferase reporter, primary screen, TCR NF-kB activation inhibitor project, cell-based, luminescence, uHTS; 330,000 tested, 0.53% active; Jurkat, PMA/ionomycin-induced NF-kB luciferase reporter; inhibition, % at 4 µM; in the data active means inhibition above about 50%
APJ antagonist – antagonists of human apelin receptor APJ, primary screen, CHO-K1 cells, beta-arrestin complementation, luminescence; inhibition, % at 20 µM; P35414; 330,000 tested, 0.32% active;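 active means inhibition above about 40% at 20 µM, limit read from the data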;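 further: cells challenged with 10 nM apelin-13 agonist together with compound; plate controls were apelin-13 plus DMSO wells for no effect and DMSO wells lacking apelin-13 for full effect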
Target sequence (P35414 whole entry, looked up): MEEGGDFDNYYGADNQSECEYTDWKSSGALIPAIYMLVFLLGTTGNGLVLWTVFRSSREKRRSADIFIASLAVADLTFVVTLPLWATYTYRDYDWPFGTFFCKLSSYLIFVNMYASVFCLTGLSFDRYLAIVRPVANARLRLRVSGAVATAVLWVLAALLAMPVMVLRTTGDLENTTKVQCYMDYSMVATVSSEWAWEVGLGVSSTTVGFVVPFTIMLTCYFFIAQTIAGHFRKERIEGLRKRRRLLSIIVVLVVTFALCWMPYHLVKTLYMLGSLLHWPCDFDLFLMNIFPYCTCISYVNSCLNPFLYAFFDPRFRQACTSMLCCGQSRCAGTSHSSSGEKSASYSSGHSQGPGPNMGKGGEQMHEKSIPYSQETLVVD
An asterisk follows results filed as active; . = not tested or not shown.

Value order – Gli-Sufu antag	697 NFkB inh	CXCR6 block	UBC13 inh	EBI2 block	CCR6 antagonist	Jurkat NFkB inh	APJ antagonist
O=C(NC1(O)C(=O)c2ccccc2C1=O)c1ccc(C(F)(F)F)cc1
  -1.0	5.4	1.9	-38.0	-12.3	9.9	-1.1	-3.1
CC(C)(C)c1ccc(C(=O)OCCNC(=O)c2c(Cl)nc3ccccn23)cc1
  7.5	12.0	-9.4	1.3	2.8	-3.5	3.6	5.4
Cc1ccc(NC(=O)C2CCCN(S(=O)(=O)c3ccc4[nH]c(=O)ccc4c3)C2)cc1C (stereo unspecified)
  -4.8	-15.3	0.3	-6.2	-7.9	12.5	-8.1	-58.1
O=C(NN1C(=O)CSC1=S)c1cccnc1
  6.4	5.7	2.1	0.5	-2.2	12.8	11.1	8.1
COC(=O)[C@]1(Cc2ccccc2)N[C@H](CN(C)C(=O)Nc2ccc(F)cc2)[C@@H]2C(=O)N(Cc3ccccc3)C(=O)[C@@H]21
  -16.1	-4.2	9.3	-3.3	9.2	4.1	-8.1	9.9
CS(=O)(=O)c1ccc(NC(=O)C2CCCN(C(=O)c3ccc(Cl)cc3)C2)cc1 (stereo unspecified)
  -8.3	1.0	-1.2	3.8	-9.6	7.3	-4.8	8.3
Cc1ccc(S(=O)(=O)N2[C@@H](c3cccc(Cl)c3)C(C(=O)O)=CC[C@H]2c2cccc(Cl)c2)cc1
  4.6	1.1	8.2	-20.2	-5.0	13.6	17.3	-39.3
CC1CCc2c(sc3ncn(CC(=O)N=Nc4c(O)[nH]c5ccccc45)c(=O)c23)C1 (stereo unspecified)
  -10.2	23.0	0.1	-13.1	-14.2	3.0	9.2	10.9
CC(C)C(=O)Nc1ccc(C(=O)Nc2ccc(S(=O)(=O)N3CCOCC3)cc2)cc1
  -0.7	4.9	-4.2	7.8	4.4	0.3	11.3	7.1
O=C(Nn1cnnc1)c1cc(-c2ccccn2)nc2ccccc12
  2.6	10.6	-3.6	-5.8	2.7	-19.4	-6.2	3.1
O=c1[nH]c2ccsc2c(=O)n1-c1ccc(F)cc1
  3.4	4.9	-1.9	0.9	-12.3	-3.0	1.3	-4.7
Cn1cc(S(=O)(=O)Nc2ccc(F)cc2F)c(=O)n(C)c1=O
  5.7	9.3	8.5	6.2	-2.0	8.4	-7.6	11.0
COc1ccc(N(Cc2cc3ccccc3[nH]c2=O)S(C)(=O)=O)cc1
  -0.1	16.1	-1.0	1.1	-9.1	-7.4	-5.1	4.9
CN(CC(=O)Nc1ccccc1C(F)(F)F)C(=O)C1CCN(C(=O)c2ccc(Cl)cc2)CC1
  -5.8	23.6	2.4	-0.1	24.6	8.8	-0.6	-40.2
CCCc1[nH]nc2c1C(c1ccc(OCCN3CCOCC3)c(OCC)c1)C(C#N)=C(N)O2 (stereo unspecified)
  8.2	10.5	7.9	1.3	4.2	-7.8	1.9	12.0
Cc1cc(Nc2ccc(F)cc2C)n2nc(C)nc2n1
  -11.6	0.5	4.3	-3.4	-6.4	-17.8	-10.8	-50.5
COc1ccc(C(=O)NC2CCN(C(=S)Nc3cccc(C)c3C)CC2)cc1
  -38.1	.	-7.1	.	-4.6	2.1	.	.
COc1ccc(CC(=O)N2CCc3ccccc3C2)cc1
  -9.3	1.3	-7.5	-0.5	15.5	11.3	4.4	16.3
CCOC(=O)c1ccc(Oc2nc(SC)nc(N(C)C)n2)cc1
  1.5	2.5	8.2	-3.1	6.2	17.0	12.3	-14.6
CC(C)Cn1cnc2c(c1=N)C(c1ccccc1)C1=C(CC(C)(C)CC1=O)O2 (stereo unspecified)
  8.7	-10.2	6.6	5.2	-8.4	4.4	-0.5	-1.5
Cc1nn(Cc2c(F)c(F)c(F)c(F)c2F)c(C)c1NC(=O)c1cccc(COc2ccccc2Cl)c1
  -61.2	-52.0	11.6	-17.6	33.5	-7.8	-25.9	2.7
COCCNC(=O)c1ccc(C2SCC(=O)N2Cc2ccco2)cc1 (stereo unspecified)
  -1.9	-9.6	-3.3	3.1	-1.3	6.8	0.9	17.8
CCN(CC)S(=O)(=O)c1ccc(N2CCOCC2)c(NC(=O)CNCCc2ccccc2)c1
  -3.9	16.5	-8.8	15.6	6.4	1.1	19.9	-7.4
Cc1cccn2c(=O)c(/C=C(\C#N)C(=O)NC3CCS(=O)(=O)C3)c(N3CC(C)OC(C)C3)nc12 (stereo unspecified)
  -2.3	9.4	-0.8	10.6	-0.8	6.2	13.2	7.6
O=C(CCC1CCCC1)N=C1SC2CS(=O)(=O)CC2N1Cc1ccccc1 (stereo unspecified)
  -10.3	-3.7	-3.7	-4.7	-2.2	-13.5	1.8	-8.3
Cc1cc(OCCN2CCN(S(=O)(=O)c3ccccc3F)CC2)ccc1C(C)C
  .	5.4	0.8	20.3	16.1	20.9	-9.9	-29.1
Cc1ccc(NC(=O)CNCc2ccc(Cl)cc2Cl)cc1S(=O)(=O)N(C)C
  -3.1	-0.3	1.8	-2.0	-0.3	18.8	-4.2	-4.8
CC(C)CC(NC(=O)C(NC(=O)C1CCC(=O)N1C(=O)OCc1ccccc1)C(C)C)C(=O)N1CCCC1C(N)=O (stereo unspecified)
  -19.6	7.4	-4.5	4.0	-5.1	3.5	11.7	0.0
Cc1ccc(C)c(OCc2cc(C(=O)N(C)Cc3nccs3)no2)c1
  -11.0	-28.5	5.1	-1.6	0.3	11.7	-23.0	-5.0
CCC(=O)c1ccc(OCC(O)CNC2CCCC2)cc1 (stereo unspecified)
  -9.6	7.3	-5.5	-0.3	-2.7	0.0	-4.2	12.3
O=C(Cn1cnc2c(cnn2-c2ccccc2Cl)c1=O)N1CCc2ccccc21
  -1.9	11.7	4.7	9.0	11.8	-7.3	3.1	7.9
CSc1cc(SC)ncn1
  6.5	.	-1.2	.	-1.8	5.4	.	.
CCc1ccc(N2CC(C(=O)Nc3ccc(S(=O)(=O)N4CCOCC4)cc3)CC2=O)cc1 (stereo unspecified)
  12.7	18.9	-5.7	-2.8	52.3*	14.7	19.3	-6.8
O=C(O)c1ccc(C=NNC(=O)c2cccc3ccccc23)cc1
  16.8	.	-1.6	.	-5.7	16.0	.	.
CN1CCN(CCc2nc3cc(NC(=O)c4ccco4)ccc3n2C)CC1
  6.2	7.7	-9.6	6.0	1.4	1.7	0.3	9.2
Cc1nn(C(C)CC(=O)O)c(C)c1C (stereo unspecified)
  1.4	17.9	3.3	4.0	-6.2	-6.0	-6.9	-4.0
Cc1cccc(NC(=S)N2CCC(C(=O)c3ccc(F)cc3)CC2)c1
  7.5	.	-19.8	.	3.5	14.8	.	.
CCOC(=O)c1c(C)[nH]c(C)c1C(=O)COC(=O)CCOc1ccccc1OC
  -2.8	23.1	-4.0	-8.5	-1.0	8.2	2.5	7.0
O=C(O)c1cccc2c1C(=O)c1cc(Br)ccc1S2(=O)=O
  11.6	16.6	-6.8	-2.9	-10.8	9.2	6.9	-0.2
Cc1ccc(SCC(=O)Nc2ccc3c(c2)C(=O)NC3=O)cc1
  -3.6	5.0	-7.3	8.6	6.8	-13.4	4.9	-1.3
Cc1cccc(C(=O)NCC(=O)OCC(=O)N(C)CC(=O)Nc2ccc(F)cc2)c1
  -7.2	9.3	2.2	4.2	-0.3	0.6	1.3	18.2
CC(C)COc1ccc(C/C(N)=N/n2cnnc2)cc1
  62.2*	-10.5	-2.4	-8.1	-2.2	-6.4	20.2	-12.5
O=C(Cn1cnc2ccccc2c1=O)Nc1ccc(-c2nnc3n2CCCCC3)cc1
  7.9	7.6	2.7	-13.5	-8.1	0.8	-24.6	-0.6
O=C(c1ccccc1NS(=O)(=O)c1ccc2c(c1)OCCO2)N1CCOCC1
  0.0	28.7	3.7	8.2	-5.2	4.6	-13.0	5.8
COc1ccc(-n2cc(CN3CCCC3)c(-c3cccc(F)c3)n2)cc1
  0.7	-15.8	5.2	22.7	-6.3	5.8	0.5	9.0

Grouped by structure: the compounds so far containing a thiophene ring, fused or not.
Value order – Gli-Sufu antag	697 NFkB inh	CXCR6 block	UBC13 inh	EBI2 block	CCR6 antagonist	Jurkat NFkB inh	APJ antagonist
CC1CCc2c(sc3ncn(CC(=O)N=Nc4c(O)[nH]c5ccccc45)c(=O)c23)C1 (stereo unspecified)
  -10.2	23.0	0.1	-13.1	-14.2	3.0	9.2	10.9
O=c1[nH]c2ccsc2c(=O)n1-c1ccc(F)cc1
  3.4	4.9	-1.9	0.9	-12.3	-3.0	1.3	-4.7

(list continues)
Value order – Gli-Sufu antag	697 NFkB inh	CXCR6 block	UBC13 inh	EBI2 block	CCR6 antagonist	Jurkat NFkB inh	APJ antagonist
CCOc1ccc(C(=O)c2cc3ccc(O)cc3oc2=O)cc1
  -5.5	10.3	-2.5	1.1	6.0	11.1	4.3	3.4
N=c1c2c(n(Cc3cccc(Cl)c3)c3c1CCC3)CCCC2
  81.2*	43.5*	3.7	-4.3	-2.2	11.7	40.6	16.8
COc1cc(NC(=O)c2ccccc2)c(OC)cc1NC(=O)Cc1ccc(C)cc1
  7.2	-12.0	-5.3	-0.4	8.9	-14.5	-5.6	-0.3
Cc1cccc(NC(=O)CN(C)C(C)C(=O)Nc2ccc(S(=O)(=O)N3CCCC3)cc2)c1C (stereo unspecified)
  4.4	10.2	-0.6	5.0	-0.5	14.3	15.3	0.5
COc1ccc(CNC(=O)COC(=O)C(CCSC)N2C(=O)c3ccccc3C2=O)cc1 (stereo unspecified)
  3.0	0.2	3.4	16.2	7.5	15.8	-4.7	-6.6
Cc1nnc(SCC(=O)NC(C)(C)C)n1CCc1ccccc1
  -28.4	16.4	2.7	3.9	-7.8	10.3	5.9	-0.7
Cc1cc(C)n(C2CC(=O)N(c3cc(Cl)cc(Cl)c3)C2=O)n1 (stereo unspecified)
  0.0	9.1	-20.8	-4.6	-0.7	0.3	9.1	18.3
COCC(=O)Nc1c(I)c(C(=O)NCC(O)CO)c(I)c(C(=O)N(C)CC(O)CO)c1I (stereo unspecified)
  -6.9	-0.3	-9.3	1.7	-2.5	7.0	4.8	5.1
CCOC(=O)N1CCN(Cc2nc(-c3cccs3)no2)CC1
  -19.9	-15.5	-0.7	-2.6	-2.0	5.2	-16.7	-5.7

Entries of single compounds, quoted from the list.
Entry for CCOC(=O)c1c(C)[nH]c(C)c1C(=O)COC(=O)CCOc1ccccc1OC : Gli-Sufu antag = -2.8; 697 NFkB inh = 23.1; CXCR6 block = -4.0; UBC13 inh = -8.5; EBI2 block = -1.0; CCR6 antagonist = 8.2; Jurkat NFkB inh = 2.5; APJ antagonist = 7.0
Entry for CCc1ccc(N2CC(C(=O)Nc3ccc(S(=O)(=O)N4CCOCC4)cc3)CC2=O)cc1 (stereo unspecified) : Gli-Sufu antag = 12.7; 697 NFkB inh = 18.9; CXCR6 block = -5.7; UBC13 inh = -2.8; EBI2 block = 52.3*; CCR6 antagonist = 14.7; Jurkat NFkB inh = 19.3; APJ antagonist = -6.8

High-throughput results (PubChem BioAssay)
